Gli-Sufu antag: Gli-Sufu pathway antagonists, primary screen, luciferase luminescence, Sufu-KO-LIGHT cells, uHTS. Sufu-KO-LIGHT fibroblasts, Gli luciferase reporter luminescence. inhibition, % at 5 µM. AID 588413, 2011. 0.74% of 340,000 active;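 active = inhibition above about 55%, limit read from the data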;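 note: 0% = DMSO-treated cells and 100% = wells with medium but no cells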
APOBEC3G inh: APOBEC3G DNA deaminase inhibitors, primary screen, biochemical, fluorescence, single-stranded DNA substrate, uHTS | inhibition, % at 20 µM | AID 493012, 2011 | 0.28% of 330,000 active | recombinant A3G, ssDNA deamination FAM/TAMRA fluorescence | DNA dC->dU-editing enzyme APOBEC-3G (Homo sapiens), Q9HC16;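 active = inhibition of at least 40% at 20 µM, with no more than 30% in the related APOBEC3A deaminase screen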;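 note: plate controls were DMSO wells with A3G for no effect and wells lacking A3G enzyme for full effect; some compounds called inactive have numbers as strong as hits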
CCR6 antagonist: CCR6 receptor antagonists, primary screen, cell-based, CHO-K1, luminescence, beta-arrestin, uHTS; C-C chemokine receptor type 6 (Homo sapiens), P51684; CHO-K1 CCR6 PathHunter beta-arrestin, CCL20-stimulated; inhibition, % at 20 µM; AID 493098, 2011; 0.49% of 340,000 active;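 active = compounds whose inhibition of the agonist-driven luminescence signal at 20 µM reaches about 50%, limit read from the data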;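 note: cells stimulated with CCL20 at 14 nM final; plate controls were DMSO with CCL20 for no effect and DMSO without agonist for full effect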
Target sequence (P51684 whole entry, looked up): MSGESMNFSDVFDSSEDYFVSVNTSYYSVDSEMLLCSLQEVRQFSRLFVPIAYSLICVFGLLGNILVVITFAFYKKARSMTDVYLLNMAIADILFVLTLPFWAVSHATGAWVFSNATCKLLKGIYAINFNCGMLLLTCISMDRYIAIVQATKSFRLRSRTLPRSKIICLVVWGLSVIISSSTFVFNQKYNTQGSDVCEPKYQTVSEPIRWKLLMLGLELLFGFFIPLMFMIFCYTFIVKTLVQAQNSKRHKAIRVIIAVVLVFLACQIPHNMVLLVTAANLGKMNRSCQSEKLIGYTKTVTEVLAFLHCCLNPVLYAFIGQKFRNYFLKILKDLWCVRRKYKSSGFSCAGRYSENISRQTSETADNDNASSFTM
CXCR6 inh: CXCR6 receptor inhibitors, primary screen, cell-based, beta-arrestin, luminescence, CHO-K1 PathHunter, 1536-well | C-X-C chemokine receptor type 6 (Homo sapiens), O00574 | inhibition, % at 20 µM | 0.36% of 360,000 active | AID 602244, 2012; in the data active = inhibition above about 34%, passing the limit was not always enough;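 note: antagonist mode with CXCL16 agonist at 10 nM final; 0% = 10 nM CXCL16 with DMSO and 100% = unstimulated wells without agonist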
Target sequence (O00574 whole entry, looked up): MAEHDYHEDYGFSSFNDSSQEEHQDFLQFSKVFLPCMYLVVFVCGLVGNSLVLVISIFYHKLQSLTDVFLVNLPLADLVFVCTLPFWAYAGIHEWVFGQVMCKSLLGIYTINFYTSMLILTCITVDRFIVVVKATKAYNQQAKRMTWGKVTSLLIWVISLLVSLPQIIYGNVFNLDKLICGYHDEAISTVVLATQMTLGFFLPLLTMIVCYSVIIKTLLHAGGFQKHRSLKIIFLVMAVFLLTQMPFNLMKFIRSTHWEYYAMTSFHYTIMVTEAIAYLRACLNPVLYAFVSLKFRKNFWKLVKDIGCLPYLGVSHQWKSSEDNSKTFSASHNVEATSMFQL
MPTP block: mitochondrial permeability transition pore inhibitors, primary screen, biochemical, isolated mouse mitochondria, absorbance; Ca2+ swelling absorbance, 30 min; inhibition, % at 10 µM; 1.4% of 360,000 active;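 active = inhibition of 50% or more, scaled per plate between neutral and stimulator controls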;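 note: 0% = DMSO wells given calcium and 100% = 1 mM EGTA wells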
APOBEC3A inh: APOBEC3A ssDNA deaminase inhibitors, primary screen, selectivity assay for APOBEC3G inhibitor project, biochemical, FAM/TAMRA oligo cleavage fluorescence | recombinant A3A, FAM/TAMRA ssDNA deamination fluorescence | DNA dC->dU-editing enzyme APOBEC-3A (Homo sapiens), P31941 | 0.41% of 330,000 active | inhibition, % at 20 µM;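 active = at least 40% inhibition at 20 µM here, with at most 30% in a related deaminase screen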;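 note: plate controls were A3A with DMSO for no effect and wells lacking A3A enzyme for full effect; some results filed as inactive read as strong as hits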
GRIN3A LBD mod: binders of NR3A ligand-binding domain, primary screen, biophysical, differential scanning fluorimetry, uHTS | Glutamate receptor ionotropic, NMDA 3A (GRIN3A) ligand-binding domain | AID 1259313, 2017 | NR3A LBD differential scanning fluorimetry, Tm shift; 0% = protein alone, 100% = glycine-bound protein | Tm shift relative to glycine control, % at 25 µM | 2.5% of 340,000 active;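 active = melting temperature shift of at least 10% of the positive control shift, at one fixed dose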
EBI2 antag: EBI2 receptor antagonists, beta-arrestin recruitment, primary screen, cell-based, luminescence, 7a,25-OHC stimulation, uHTS; G-protein coupled receptor 183 (Homo sapiens), P32249; 7a,25-OHC stimulated; inhibition, % at 5 µM; 0.81% of 360,000 active; AID 651636, 2012; in the data active = inhibition above about 38%;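 note: enzyme fragment complementation signal reports receptor beta-arrestin coupling in cells; 0% = agonist plus DMSO wells and 100% = wells without agonist; some results beyond the cut were filed as inactive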
Target sequence (P32249 whole entry, looked up, the tested form may be a part): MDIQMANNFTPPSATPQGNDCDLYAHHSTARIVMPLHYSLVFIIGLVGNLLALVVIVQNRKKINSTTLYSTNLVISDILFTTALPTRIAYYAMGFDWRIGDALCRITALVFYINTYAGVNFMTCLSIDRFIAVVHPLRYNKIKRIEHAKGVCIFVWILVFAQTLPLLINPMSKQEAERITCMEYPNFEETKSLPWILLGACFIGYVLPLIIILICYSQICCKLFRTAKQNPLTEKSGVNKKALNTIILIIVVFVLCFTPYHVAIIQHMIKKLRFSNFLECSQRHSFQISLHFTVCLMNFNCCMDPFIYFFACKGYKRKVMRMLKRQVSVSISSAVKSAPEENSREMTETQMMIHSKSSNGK
Numbers without * were called inactive; . = no result given.

Order of values: Gli-Sufu antag | APOBEC3G inh | CCR6 antagonist | CXCR6 inh | MPTP block | APOBEC3A inh | GRIN3A LBD mod | EBI2 antag
[1] Cc1cccc2c1CC(C)(C)NC2=C(C#N)C#N
    4 | -8 | 16 | 3 | -0.9 | -7 | -2 | -1
[2] CCC1(C)COC(c2ccc(OC)c(OC)c2)OC1 (stereo not given)
    0 | . | 0 | -8 | -2.1 | . | 0 | -3
[3] O=C(O)CCC(=O)Nc1ccc(Sc2ccc([N+](=O)[O-])cc2)cc1
    -1 | -5 | 5 | 10 | -0.2 | -7 | -10 | -11
[4] COc1ccccc1NC(=O)C(C(C)C)N1C(=O)c2ccccc2C1=O (stereo not given)
    -1 | -5 | 9 | -2 | 2.0 | -4 | 0 | -9
[5] CCc1nn(CC(=O)O)c(=O)c2ccccc12
    1 | 1 | -5 | 1 | -0.3 | 0 | -1 | -1
[6] O=C(Cn1c(C(=O)NCCCN2CCOCC2)cc2sccc21)c1ccccc1
    8 | -1 | 12 | 8 | -1.5 | -1 | -2 | 5
[7] CCOC(=O)C(C)N1N=C(/C=C/c2ccc(OC)cc2)CCC1=O (stereo not given)
    11 | -4 | 5 | -2 | -1.9 | -1 | -2 | -1
[8] COc1ccc(N2CCN(CCCNC(=O)C(=O)c3c(C)[nH]c4ccccc34)CC2)cc1
    -18 | -1 | 11 | -3 | -0.4 | -9 | -2 | 3
[9] CSc1ccc(S(=O)(=O)Nc2ccc(NC(C)=O)cc2)cc1
    1 | -10 | 18 | 2 | -0.4 | -1 | 5 | -3
[10] COc1ccc(C(CNC(=O)C(CCSC)NC(=O)c2ccccc2Cl)N2CCOCC2)cc1 (stereo not given)
    -18 | -9 | 4 | 1 | 0.4 | -4 | 3 | 2
[11] CCOc1ccc(OCC)c(NC(=O)CSc2nnc(-c3cccnc3)o2)c1
    -7 | -7 | 3 | -6 | -0.2 | -3 | -2 | -1
[12] Cc1cccc(NS(=O)(=O)c2ccc3oc(=O)ccc3c2)c1C
    7 | -5 | 10 | -10 | -0.4 | -4 | -2 | -4
[13] CC1Cc2ccccc2N1C(=O)CSc1nnc2sc3ccccc3n12 (stereo not given)
    6 | -2 | 8 | 3 | -1.9 | -5 | 0 | -5
[14] CC(C)(C)c1cc(NC(=O)c2ccco2)no1
    -83 | -7 | -4 | -7 | 1.7 | -4 | 5 | 13
[15] Cc1ccc(NC(=S)N2CCCC2)cc1
    -27 | -7 | -6 | -18 | -0.7 | -9 | -1 | -9
[16] Cc1ccc(S(=O)(=O)N/N=C\c2ccccc2OCc2ccccc2)cc1
    2 | 2 | 5 | 10 | 5.7 | -1 | . | -10
[17] COC(=O)c1sc2ccccc2c1-n1cccc1C(=O)C(=O)Nc1ccc(Cl)cc1
    -4 | 5 | 17 | 2 | 0.4 | 1 | -1 | -3
[18] CCCCN(CC)C(=O)Cc1cn(C)c2ccccc12
    -5 | -1 | -3 | -5 | -0.2 | 4 | 1 | -11
[19] CCCN(C(=O)c1ccc2c(SCC(=O)O)c3c(nc2c1)CCC3)c1cccc(C)c1
    -13 | -5 | -3 | 6 | -1.5 | 1 | -1 | -3
[20] COCCN1Cc2cccc(C(=O)Nc3ccccc3OC)c2C1=O
    -4 | 1 | 6 | -3 | -4.9 | 1 | 1 | 1
[21] Cc1cc(Cl)c2oc(C(=O)N(C)CC3CCOCC3)c(C)c2c1
    30 | -7 | 27 | -10 | -0.6 | -3 | -2 | 4
[22] C[C@@]12CC(=O)NC1N(C(=O)c1cccc(C(F)(F)F)c1)C(c1ccccc1O)C2 (stereo not given in full)
    -4 | -5 | 12 | -6 | -0.5 | 1 | 3 | -3
[23] COc1ccc(NC(=O)/C=C/c2cccc(C(F)(F)F)c2)cn1
    -25 | -13 | 11 | 5 | 1.7 | 2 | 11* | 8
[24] CC1(C)Cc2c(cnn2-c2cccc(F)c2)C(NC(=O)c2cc[n+]([O-])cc2)C1 (stereo not given)
    -2 | -9 | 3 | 1 | -0.8 | -5 | 1 | 1
[25] CC1CN(S(=O)(=O)c2cccc3nsnc23)CC(C)O1 (stereo not given)
    2 | -6 | 3 | 1 | 0.5 | -3 | 1 | -1
[26] Cn1c(=O)[nH]c(=O)c2c1nc(N1CCCCCC1)n2CCOc1ccccc1
    0 | -5 | 6 | -6 | -0.4 | 0 | 1 | 0
[27] Nn1c(Cc2ccccc2)nc2sc3c(c2c1=O)CCC3
    -1 | 0 | 7 | -3 | 2.5 | 5 | 0 | 5
[28] CCC1(C)Cc2ccccc2-c2nc[nH]c(=O)c21 (stereo not given)
    30 | 0 | 3 | 8 | -0.5 | -1 | -2 | 1
[29] CCCCN1Cc2ccccc2Oc2cc(Br)ccc2S1(=O)=O
    -1 | 4 | 29 | -1 | -1.1 | 5 | -2 | 16
[30] O=C(NNC(=O)c1ccc(S(=O)(=O)N2CCOCC2)cc1)c1ccccc1
    -3 | -6 | 15 | 3 | 1.8 | -2 | -1 | -15

The closing three entries of the section above open the next one:
Order of values: Gli-Sufu antag | APOBEC3G inh | CCR6 antagonist | CXCR6 inh | MPTP block | APOBEC3A inh | GRIN3A LBD mod | EBI2 antag
[28] CCC1(C)Cc2ccccc2-c2nc[nH]c(=O)c21 (stereo not given)
    30 | 0 | 3 | 8 | -0.5 | -1 | -2 | 1
[29] CCCCN1Cc2ccccc2Oc2cc(Br)ccc2S1(=O)=O
    -1 | 4 | 29 | -1 | -1.1 | 5 | -2 | 16
[30] O=C(NNC(=O)c1ccc(S(=O)(=O)N2CCOCC2)cc1)c1ccccc1
    -3 | -6 | 15 | 3 | 1.8 | -2 | -1 | -15
[31] C[C@]12CCC(=O)C=C1C=C[C@@H]1[C@@H]2CC[C@@]2(C)[C@H]1CC[C@@]21CCC(=O)O1
    5 | -6 | 13 | 10 | -0.6 | 0 | 0 | -4
[32] COc1ccccc1C1/C(=C(\O)c2ccc3c(c2)OCCO3)C(=O)C(=O)N1Cc1cccnc1 (stereo not given)
    -17 | -8 | 11 | 2 | -0.5 | -2 | -2 | -12
[33] CCOC(=O)C1(CC)CC(CSc2nc3ccccc3[nH]2)OC1=O (stereo not given)
    -2 | -11 | 16 | 4 | -1.0 | -4 | 0 | -1
[34] Cc1c[n+](CC(=O)c2ccccc2)cs1
    12 | -8 | 10 | -2 | 0.2 | -8 | -4 | 2
[35] COc1ccc2cc(CO)n(C)c2c1
    -9 | -9 | -3 | -10 | -2.1 | -2 | 1 | 4
[36] CC(C)(C)n1nnnc1C(c1cccs1)N1CCN(Cc2ccccc2)CC1 (stereo not given)
    6 | -4 | 4 | 3 | 0.1 | -3 | 1 | 2
[37] Cc1oc(-c2ccccc2Cl)nc1CSCC(=O)O
    4 | -3 | 9 | 1 | -2.5 | 0 | -1 | 3
[38] CCC(C)[C@H](NS(=O)(=O)c1ccc(C)cc1)C(=O)N1CCC(C(=O)N[C@@H](Cc2ccccc2)C(=O)O)CC1 (stereo not given in full)
    -4 | -4 | 5 | 5 | -1.5 | -3 | 13* | 2
[39] CNC(=S)N1CCC(c2nc3ccccc3s2)CC1
    -21 | -7 | -3 | 6 | -0.8 | -6 | 0 | -2
[40] CC(=O)c1cccc(NC(=O)C(OC(=O)c2cccc(S(=O)(=O)N(C)c3ccccc3)c2)c2ccccc2)c1 (stereo not given)
    6 | -8 | 11 | 1 | 5.1 | 1 | 9 | 28
[41] Fc1cccc(C2CCCCN2Cc2nc(C3CC3)no2)c1 (stereo not given)
    -3 | 10 | 15 | -2 | -0.2 | 0 | -1 | -3
[42] O=C(c1ccco1)N1CCN(Cc2c(Cl)cccc2Cl)CC1
    15 | -7 | -11 | -3 | -1.0 | -4 | -1 | -10
[43] COc1ccc(NC(=O)CSc2sc3c(O)cc(=O)[nH]c3c2C#N)c(OC)c1
    10 | 6 | 10 | -3 | -0.4 | 22 | -7 | 0
[44] COc1ccccc1C(=O)NNC(=O)c1ccncc1
    -10 | 27 | -4 | -8 | -1.4 | 3 | 1 | 4
[45] CCN(CC)S(=O)(=O)c1ccc(NC=C(C#N)C#N)cc1
    2 | 1 | 2 | -8 | 3.8 | -1 | 2 | 0
[46] CC(=O)[C@@H]1[C@@H]2C(=O)N(c3ccccc3F)C(=O)[C@@H]2[C@H]2c3ccccc3C=NN12
    1 | -1 | 2 | -17 | 3.4 | 1 | 0 | -4
[47] Cc1ccc(C)c(-n2c(SCC(=O)Nc3nnc(C)s3)nnc2-c2ccoc2C)c1
    -2 | -6 | -5 | 3 | 4.3 | -3 | 1 | -11
[48] O=C(CSc1nnc(NC(=O)c2cccc(F)c2)s1)NCC1CCCO1 (stereo not given)
    11 | -4 | 12 | 0 | -1.9 | -3 | 0 | 1
[49] CCc1ccc(C2CC(=O)N(c3cccc(F)c3)C3=C2C(=O)OC3)cc1 (stereo not given)
    -11 | -4 | 9 | 0 | -5.8 | -6 | -1 | 11
[50] CN(C(=O)CN1C(=O)NC2(CCc3ccccc32)C1=O)C1CCCCC1 (stereo not given)
    -7 | -6 | -4 | -6 | -1.0 | -3 | 2 | -10
[51] COc1cccc(C2C(C#N)=C(N)Oc3cc(C)n(Cc4ccccn4)c(=O)c32)c1OC (stereo not given)
    0 | 35 | -15 | -4 | 0.1 | -3 | 2 | -13
[52] Cc1[nH]nc(C(F)(F)F)c1CCC(=O)NC1CCCCCC1
    33 | 1 | 5 | 6 | 6.5 | 12 | 1 | -4
[53] CN(CC(=O)NCc1ccc(Cl)cc1)S(=O)(=O)c1cccs1
    -11 | 2 | 4 | -2 | 0.7 | 2 | -2 | 7
[54] O=c1c2ccccc2sn1-c1ccc(S(=O)(=O)N2CCCCC2)cc1
    -3 | 64* | 9 | -4 | -3.2 | -2 | 7 | 5
[55] COc1ccc(C(=O)NCC(=O)NCc2cc(=O)n(C)c(=O)n2C)cc1
    20 | -1 | 7 | -3 | 0.7 | 1 | -1 | -6
[56] CC(NC(=O)c1ccc(F)cc1)c1ccc(F)cc1 (stereo not given)
    -5 | -6 | 6 | 1 | 1.4 | 1 | 0 | 2
[57] Cc1[nH]nc(SCC(=O)N2CCC(C)CC2)c1[N+](=O)[O-]
    -7 | -7 | 4 | 2 | -0.2 | -4 | -2 | -8
[58] O=C(Cn1nnc(-c2ccc(N3CCOCC3)cc2)n1)N1CCOCC1
    -22 | -6 | -3 | . | . | 0 | -1 | .
[59] CN(C)CCNC(=O)C(=O)Nc1cc2c3c(c1)CCC(=O)N3CCC2
    -5 | 1 | -8 | -4 | -1.0 | 0 | -3 | -13
[60] CN(C)S(=O)(=O)c1cccc(C(=O)N=C2N=C3C=CC(Cl)=CN3Cc3ccccc32)c1
    -4 | -3 | 21 | 5 | 1.9 | 0 | -1 | 7
[61] CC(=O)c1nc(N2C(=O)CC(Cc3cc(C)cc(C)c3)C2=O)sc1C (stereo not given)
    5 | -4 | -3 | 5 | -1.3 | 1 | -3 | 2
[62] COCCNC(=O)c1cc(-c2ccccc2)nn1CC1CC(c2cccc([N+](=O)[O-])c2)=NO1 (stereo not given)
    -10 | -11 | 4 | -6 | 2.0 | 0 | 0 | 3
